Integrin act MD: activators of alpha7 integrin expression for muscular dystrophy; Potency, µM (top dose mostly 38.3 µM), for the others: top-dose activation, usual class: activators; actives 0.064% (n = 350,000); alpha7betagal myoblasts, beta-gal FDG fluorescence, 48 h;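 also: potency is read from the fitted curve at half-maximal effect; 100% = response of the positive control SU9516; nearly all actives have a fitted effect of over 60% in size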
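Alpha7betagal+/- myoblasts (passage 13) were plated 16-24 hr, then exposed to compounds (1:260 dilution of DMSO stock) for 48 hours at 37C. After MPER lysis, β-galactosidase reporter activity was read as FDG fluorescence (ex 480/em 540) after 30 minutes.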
Mito fusion yeast: blocks mitochondrial division or promotes mitochondrial fusion; actives 0.23% (n = 320,000); AID 485298; Potency, µM (titrated, usually from 46.1 µM), for inactives: at the highest dose growth rescue (activation), hits mostly activators; S. cerevisiae fusion-defective mutant growth rescue, CellTiterGlo 48 h;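 also: potency is read from the fitted curve at half-maximal effect; % of control where 0% means no effect; nearly all actives have a fitted effect of over 45% in size; temperature-sensitive fusion mutants such as fzo1-1 at 37 °C on non-fermentable ethanol glycerol medium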
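Yeast fusion mutant, YPEG (non-fermentable carbon), compound, 48 h at 37C non-permissive; CellTiterGlo added, 10 min RT, luminescence read. Rescued growth = division inhibition.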
ELG1 DNA repair: inhibitors of ELG1-dependent DNA repair in HEK293T cells | HEK293T ELG1-luciferase reporter, luminescence, 16 h; DNA damage induced by 5-fluorouridine | actives 2.3% (n = 330,000) | Potency, µM (titrated, usually from 46.1 µM), without a hit: top-dose activity change, negative = inhibition, most hits filed as inhibitors; also: potency is read from the fitted curve at half-maximal effect; % is scaled to controls: 0 for no effect and ±100 for the full control effect; nearly all actives have a fitted effect of over 55% in size
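Step one: seed 2,000 cells per well. Step two: pin-transfer compound or DMSO alongside 5-fluorouridine. Step three: incubate 16 hr, 37 °C, 5% CO2. Step four: add ONE-Glo, wait 30 min, read luminescence.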
TCR act: activates T cell receptor signaling; primary human leukocytes, anti-CD3, IL-2 HTRF, 48 h; Potency, µM (titrated, usually from 9.22 µM), without a hit: top-dose activation of IL-2 secretion, actives largely listed as activators; 330,000 tested, under 10 active; also: % of control where 0% means no effect
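IL-2 produced over 48 hr by a-CD3 bead-stimulated primary human leukocytes exposed to compounds was detected with a homogeneous time-resolved FRET immunoassay, 665nm acceptor signal after 320nm excitation.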
AT treatment: potential ataxia-telangiectasia treatments restoring KAP-1 phosphorylation. AID 485349. […] A-T fibroblasts, KAP-1 phosphorylation AlphaLISA; neocarzinostatin DNA damage 30 min before lysis. actives 0.19% (n = 320,000). Potency, µM (highest dose often 57.5 µM), without a hit: at the top dose activation, hits mostly activators; also: potency is read from the fitted curve at half-maximal effect; % of control where 0% means no effect; nearly all actives have a fitted effect of over 45% in size
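hTERT-immortalized A-T patient fibroblasts ([…]), 500 cells/well in OPTI-MEM, 1% FBS, got compounds for 60 min, then NCS for 30 min at 37C. Lysates were then assayed for phospho-KAP-1 by AlphaLISA (anti-pKAP1 donor, anti-KAP1 acceptor beads), 6 hr at 25C.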
ASM inhibitor: inhibitors of human secretory acid sphingomyelinase; P17405; placental ASM, HMU-PC fluorogenic substrate, 60 min; Potency, µM (series often up to 57.5 µM), for inactives: top-dose activity change, negative = inhibition, actives largely listed as inhibitors; actives 0.006% (n = 340,000); AID 504937; also: potency is read from the fitted curve at half-maximal effect
Target sequence (P17405 47-631 limits assumed): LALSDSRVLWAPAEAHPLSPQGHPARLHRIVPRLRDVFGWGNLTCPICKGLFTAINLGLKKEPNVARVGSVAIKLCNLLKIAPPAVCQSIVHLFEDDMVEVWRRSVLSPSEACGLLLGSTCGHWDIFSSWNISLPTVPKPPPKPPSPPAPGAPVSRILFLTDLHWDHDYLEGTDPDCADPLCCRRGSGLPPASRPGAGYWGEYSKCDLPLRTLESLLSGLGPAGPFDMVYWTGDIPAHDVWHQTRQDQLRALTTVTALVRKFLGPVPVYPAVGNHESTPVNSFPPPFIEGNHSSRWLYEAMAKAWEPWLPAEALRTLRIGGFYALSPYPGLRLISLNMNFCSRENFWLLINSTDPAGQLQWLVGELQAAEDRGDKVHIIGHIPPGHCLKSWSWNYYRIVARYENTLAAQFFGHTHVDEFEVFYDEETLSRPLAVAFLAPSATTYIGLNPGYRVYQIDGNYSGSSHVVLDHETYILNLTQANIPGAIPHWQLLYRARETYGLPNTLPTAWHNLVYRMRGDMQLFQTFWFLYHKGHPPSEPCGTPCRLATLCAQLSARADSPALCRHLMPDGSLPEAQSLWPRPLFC
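Fluorescence read-out (Ex 386 nm, Em 447 nm) after stopping the reaction at pH 10. Enzyme: ASM from human placenta; substrate HMU-PC0, 9 uM final; 60 min, 37 °C. Compound preincubation 10 min, ambient temperature.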
PTAP TSG101 blk: blocks PTAP/TSG101 interaction to inhibit HIV-1 budding. Potency, µM (top dose mostly 115 µM), without a hit: at the highest dose activity change, negative = inhibition, most hits filed as inhibitors. Fluorescence polarization, FITC-PTAP peptide / Tsg101 binding. AID 493005. Q99816. 340,000 tested, under 10 active; active = well fitted inhibition curve with a large enough effect in the main read-out, with a control signal flat, not every such curve was filed as active; inconclusive = small, poorly fitted or top-dose-only effect, or effect the other way, or a change in a side signal; inactive = no such curve, though single readings can be large or run the other way; also: potency is read from the fitted curve at half-maximal effect; % of control where 0% means no effect
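Steps: Tsg101 binding domain dispensed (10 uM final), compounds pinned in DMSO, FITC-labeled PTAP-motif peptide added (50 nM final); after 20 min binding at room temperature, polarization measured.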
TSHR antag: blocks TSH signaling through the human TSH receptor. actives 0.2% (n = 330,000). TSHR-expressing cells, TSH-stimulated cAMP HTRF, 2 h; active compounds read low. activity change, negative = inhibition, % at 11.5 µM. P16473;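 active = activity change below a set negative limit, meaning inhibition stronger than a set level, cut at about -70% in these data; inconclusive = activity change between two set negative limits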; also: % is scaled to controls: 0 for no effect and ±100 for the full control effect
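Read-out is FRET at 665 nm (cryptate excitation 337 nm) from a cryptate-tagged anti-cAMP antibody, competed by cell cAMP against cAMP-d2. Compounds are tested on freshly harvested TSHR cells challenged with 4nM TSH (EC80) for 2 hours at 37 deg C.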
Eya2 inh: inhibitors of human Eya2 phosphatase activity; O00167; recombinant Eya2, OMFP fluorescence dephosphorylation (OMFP is methylfluorescein phosphate); Potency, µM (highest dose often 76.9 µM), for the others: at the top dose activity, negative = inhibition, most hits filed as inhibitors; actives 0.006% (n = 330,000); AID 488837; also: potency is read from the fitted curve at half-maximal effect; % is scaled to controls: 0 for no effect and ±100 for the full control effect
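Eya2 protein (added as 0.2 uM solution) was preincubated with compound for 10 min at ambient temperature in 50 mM HEPES pH 7.5, 50 mM NaCl, 5 uM MgCl2, 0.05% BSA, 1 mM DTT. OMFP (added at 50 uM) then reacted 10 min; fluorescence read at 485/525 nm.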
Chronic BCR inh: blocks chronic active B-cell receptor signaling; Potency, µM (top dose mostly 46.1 µM), for the others: top-dose ratio change, negative = lower green/red ratio, most hits filed as inhibitors; actives 0.05% (n = 340,000); ABC-DLBCL IkBa-CBG/CBR reporter, luminescence ratio, 4 h; AID 493014; active = well fitted inhibition curve with a large enough effect in the signal ratio, with a control signal flat, not every such curve was filed as active; inconclusive = small, poorly fitted or top-dose-only effect, or effect the other way, or a change in a side signal; the % refers to the signal ratio;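 also: potency is read from the fitted curve at half-maximal effect; plate controls were basal doxycycline-induced cells for no effect and cells given 10 µM MG132 for full effect; MG132 reads +100%, hits lower the ratio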
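Doxycycline induced both beetle luciferases in TMD8 lymphoma cells; IKK-driven degradation limits the IkappaBalpha-fused green signal, while red luminescence normalises for cell number and nonspecific effects. Compounds tested up to 46 uM, 4 hrs.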
Tb PFK inh: T. brucei PFK enzyme inhibition | O15648 | T. brucei PFK, ADP-Glo luminescence | actives 0.17% (n = 330,000) | AID 485367 | Potency, µM (titrated, usually from 57.5 µM), inactives show top-dose activity, negative = inhibition, actives largely listed as inhibitors;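 also: potency is read from the fitted curve at half-maximal effect; 0% = uninhibited 1x PFK enzyme wells and -100% = no-enzyme wells; nearly all actives have a fitted effect of over 60% in size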
Target sequence (O15648 whole entry, looked up): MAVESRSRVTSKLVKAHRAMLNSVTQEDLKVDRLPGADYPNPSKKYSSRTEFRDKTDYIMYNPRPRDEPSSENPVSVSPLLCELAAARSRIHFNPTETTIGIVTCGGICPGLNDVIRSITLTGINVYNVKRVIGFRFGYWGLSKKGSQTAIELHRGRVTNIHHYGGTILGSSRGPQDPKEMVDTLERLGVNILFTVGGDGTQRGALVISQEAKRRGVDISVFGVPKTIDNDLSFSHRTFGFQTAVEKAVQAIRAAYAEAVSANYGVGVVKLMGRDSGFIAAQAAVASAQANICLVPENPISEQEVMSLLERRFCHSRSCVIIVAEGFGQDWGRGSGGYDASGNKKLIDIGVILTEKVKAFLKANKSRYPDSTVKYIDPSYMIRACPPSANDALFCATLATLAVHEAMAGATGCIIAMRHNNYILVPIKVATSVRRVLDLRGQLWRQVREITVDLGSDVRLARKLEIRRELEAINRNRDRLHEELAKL
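Activity is normalized to no-enzyme wells (full inhibition) and 1.25 nM enzyme wells (no inhibition). Reaction: 0.5 mM F6P, 0.1 mM ATP, 45 min RT, ADP-Glo luminescence; concentration-response curves fitted and classed by quality.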
Numbers without * were called inactive; ? = inconclusive; · = no result given; [ ] = dose if it differs, or a comment. Unless noted, calls follow the shape of the dose curve; as a rule, active = well fitted curve in the direction sought with a large enough effect; inconclusive = small, poorly fitted or top-dose-only effect, or another doubt; inactive = no such curve, though single readings can be large; an effect the other way counts as inactive or inconclusive. Rows are unselected (roughly 3.2% active in at least one column).

No. | structure | Integrin act MD | Mito fusion yeast | ELG1 DNA repair | TCR act | AT treatment | ASM inhibitor
1 | Cc1ccc(OCc2cc(C(=O)NC(C)Cc3cccc(C)n3)no2)cn1 (stereo not drawn) | ? | -5% | ? | 1% | 10% | 4%
2 | Cc1cc(N=Nc2ccc(C)c(N=Nc3cc(C)c(N)cc3N)c2)c(N)cc1N | -19% | -15% | ? | 5% | 11% | -15%
3 | O=C(N/N=C/c1c[nH]c2ccccc12)c1cccc(Cl)c1 | 0% | 7% | ? | -3% | -17% | -8%
4 | CC1CN(c2ccc(Cl)nn2)CC(C)O1 (stereo not drawn) | -22% | -6% | ? | -2% | 5% | 0%
5 | CC(C)c1ccc(NC(=S)N2CCN(C)CC2)cc1 | 3% | -14% | ? | 4% | 7% | 6%
6 | NS(=O)(=O)c1ccc(CCNC(=O)COC(=O)Cc2ccc([N+](=O)[O-])cc2)cc1 | -17% | -1% | -1% | 1% | 3% | 2%
7 | Cc1cccc(NS(=O)(=O)c2ccc(-n3cccn3)cc2)c1C | 29% | -1% | -23% | 1% | 9% | 0%
8 | Cc1ccc(S(=O)(=O)c2nc(NN(C)C)sc2Cl)cc1 | -9% | ? | ? | 3% | 1% | 0%
9 | CC(C)C[C@@H](CSc1ccc(Br)cc1)N1CCN(C)CCC1=O | 1% | -41%[inhibitor] | ? | 4% | 29% | -1%
10 | Cc1c(C2C(C#N)=C(N)N(c3ccccc3C#N)C3=C2C(=O)CCC3)cnn1C (stereo not drawn) | -4% | -2% | 3% | 1%[46.1 µM] | 3% | -1%

No. | PTAP TSG101 blk | TSHR antag | Eya2 inh | Chronic BCR inh | Tb PFK inh
1 | -10% | -4 | 5% | -1% | -1%
2 | -13% | -11 | -19% | -1% | ?
3 | -8% | 2 | ? | ? | 2%
4 | -1% | 20 | 0% | -7% | -6%
5 | -4% | 34 | -1% | -2% | 1%
6 | -11% | -11 | 3% | 0% | -5%
7 | 3% | -10 | -2% | -4% | 2%
8 | 1% | 0 | -7% | ? | -9%
9 | · | 3 | 2% | 1% | -19%
10 | -6% | 22 | -2% | 2% | -1%

(cont.)
No. | structure | Integrin act MD | Mito fusion yeast | ELG1 DNA repair | TCR act | AT treatment | ASM inhibitor
11 | CCOC(=O)N1CCC(N2Cc3cccc(C(=O)Nc4c(C)cccc4CC)c3C2=O)CC1 | -30% | 14% | 4% | -5% | 15% | -7%
12 | CC1Cc2ccccc2N1C(=O)CSc1nc2c(c(=O)n(C)c(=O)n2C)n1Cc1ccccc1 (stereo not drawn) | 6% | ? | ? | -4% | -1% | -9%
13 | Cc1ccc(-c2onc(C)c2C)cc1S(=O)(=O)N1CCOc2ccccc21 | 2% | 10% | -8% | 4% | 7% | -4%
14 | COc1cc([N+](=O)[O-])ccc1NC(=O)CC1SC(=Nc2ccc(F)cc2)N(CCC2=CCCCC2)C1=O (stereo not drawn) | -28% | -2% | -7% | 7%[46.1 µM] | 4% | -6%
15 | O=S(=O)(/C=C/c1ccccc1)N1CCOCC1 | ? | 4% | 0% | 6% | 0% | -2%
16 | CC(C)(C)c1ccc(C(=O)N2CCN(C(=O)c3cccs3)CC2)cc1 | 0% | · | -2% | 3%[46.1 µM] | 5% | -1%
17 | CCCc1cc(=O)oc2cc(C)cc(OCC(=O)N3CCC(C(N)=O)CC3)c12 | -3% | -2% | -24% | 10% | 0% | -1%
18 | O=C1NC(=Nc2ccccc2)S/C1=C/c1cccs1 | 1% | 13% | ? | -6% | -1% | -6%
19 | COC(=O)COc1ccc(-c2nccc(-c3ccc(Br)cc3)n2)cc1 | 0% | 7% | -6% | -4% | -6% | -19%
20 | Cc1nc2ccc(S(=O)(=O)NCC(=O)NC(C)c3ccccc3)cc2s1 (stereo not drawn) | -11% | 5% | 9% | -3% | -2% | -2%

No. | PTAP TSG101 blk | TSHR antag | Eya2 inh | Chronic BCR inh | Tb PFK inh
11 | 1% | -3 | -6% | 12% | 1%
12 | -3% | 6 | -6% | 0% | -3%
13 | 0% | -29 | ? | 14% | 1%
14 | 1% | -13 | -6% | -6% | 0%
15 | -9% | -1 | 5% | -3% | 3%
16 | -4% | -9 | 0% | 1% | -1%
17 | -2% | -9 | 11% | 3% | 1%
18 | -6% | 26 | 4% | · | -19%
19 | 1% | -4 | 11% | 0% | 0%
20 | -5% | 13 | -2% | 0% | 3%

5 entries from above, sorted by molar mass, high to low.
No. | structure | Integrin act MD | Mito fusion yeast | ELG1 DNA repair | TCR act | AT treatment | ASM inhibitor
14 | COc1cc([N+](=O)[O-])ccc1NC(=O)CC1SC(=Nc2ccc(F)cc2)N(CCC2=CCCCC2)C1=O (stereo not drawn) | -28% | -2% | -7% | 7%[46.1 µM] | 4% | -6%
17 | CCCc1cc(=O)oc2cc(C)cc(OCC(=O)N3CCC(C(N)=O)CC3)c12 | -3% | -2% | -24% | 10% | 0% | -1%
13 | Cc1ccc(-c2onc(C)c2C)cc1S(=O)(=O)N1CCOc2ccccc21 | 2% | 10% | -8% | 4% | 7% | -4%
16 | CC(C)(C)c1ccc(C(=O)N2CCN(C(=O)c3cccs3)CC2)cc1 | 0% | · | -2% | 3%[46.1 µM] | 5% | -1%
18 | O=C1NC(=Nc2ccccc2)S/C1=C/c1cccs1 | 1% | 13% | ? | -6% | -1% | -6%

No. | PTAP TSG101 blk | TSHR antag | Eya2 inh | Chronic BCR inh | Tb PFK inh
14 | 1% | -13 | -6% | -6% | 0%
17 | -2% | -9 | 11% | 3% | 1%
13 | 0% | -29 | ? | 14% | 1%
16 | -4% | -9 | 0% | 1% | -1%
18 | -6% | 26 | 4% | · | -19%

The list goes on:
No. | structure | Integrin act MD | Mito fusion yeast | ELG1 DNA repair | TCR act | AT treatment | ASM inhibitor
21 | CCOC(=O)c1ccc(N=c2sc(C(=O)OC)cc(=O)n2C2CC2)cc1 | -29% | -2% | -3% | 9% | 2% | -2%
22 | CC1CCCC(C)N1CC(O)Cn1c2ccccc2c2ccccc21 (stereo not drawn) | -2% | 3% | -6% | 11% | -10% | -1%
23 | Cc1c(N=Cc2ccc[nH]2)c(=O)n(-c2ccccc2)n1C | 0%[7.66 µM] | 0% | -3% | · | 1% | 1%
24 | C/C(=N\O)c1noc(C)c1C(=O)Nc1nccs1 | 10% | 2% | -3% | -1% | 6% | 1%
25 | CC(C)CCNC(=O)c1c[nH]c2ccc(S(=O)(=O)N3CCOCC3)cc2c1=O | -23% | -2% | -26% | 3% | 5% | 0%
26 | O=C(NNC(=O)c1ccncc1)Nc1ccccc1 | -3% | 0% | -10% | -7% | 4% | -4%
27 | O=C(COC(=O)Cc1ccccc1F)NNC(=O)c1ccc([N+](=O)[O-])cc1 | 0% | -4% | 5% | 0% | -8% | -2%
28 | c1ccc(-c2cc3ccccc3[nH]2)cc1 | · | -7% | ? | 2% | 9% | -25%
29 | Cc1c(/C=N/NC(=O)C2(O)c3ccccc3-c3ccccc32)cnn1C | 25% | 1% | 2% | -1%[46.1 µM] | 1% | 2%
30 | COc1cc(-c2n[nH]c(=S)n2C(C)c2ccccc2)cc(OC)c1OC (stereo not drawn) | -23% | 1% | 0% | 1% | 5% | 3%

No. | PTAP TSG101 blk | TSHR antag | Eya2 inh | Chronic BCR inh | Tb PFK inh
21 | -4% | 0 | -2% | 5% | 0%
22 | -1% | -2 | 4% | 8% | -3%
23 | 0% | 2 | 14%[15.4 µM] | ? | 6%
24 | 0% | -11 | -11% | 5% | 0%
25 | -6% | 3 | -2% | 8% | -10%
26 | -6% | -5 | -5% | 2% | 2%
27 | -7% | 1 | 25% | 1% | -8%
28 | 2% | -8 | -8% | 21% | -3%
29 | 1% | 1 | 5% | 1% | -3%
30 | -3% | 30 | 5% | 7% | 2%

Source: PubChem (National Center for Advancing Translational Sciences (NCATS))
